Salmonella PhoP GFP = PhoP-dependent GFP reporter repression – Salmonella Typhimurium, primary screen (AID 1863). S. Typhimurium PhoP-regulated promoter GFP reporter, 4 h; higher % means a stronger effect. inhibition, % at 50 µM; hits with a dose series show IC50 in µM. 300,000 tested, 0.16% active;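 active means inhibition over 29.93%, a cutoff 3 SD above the screen mean, later confirmed by dose response; inconclusive means inhibition over 29.93% but no dose response follow-up; inactive means inhibition at most 29.93% or unconfirmed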;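 further: 0% = low Mg2+ inducing control and 100% = high Mg2+ repressing control; strong numbers were not always called active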
Rac1 GTP hydrolysis = MgcRacGAP GTPase-activating activity inhibitors, confirmation, biochemical, ADP Hunter fluorescence; MgcRacGAP-stimulated Rac1 GTP hydrolysis, ADP Hunter fluorescence; higher % means a stronger effect; GST-tagged Rac1 F28L mutant substrate; inhibition, % at 30 µM, or IC50 in µM where a hit was titrated; 340,000 tested, 0.6% active;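 active means first-screen hits whose inhibition reached a set limit at any dose in the follow-up dose series; inconclusive means inhibition above the set first-screen limit but never retested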;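 further: fluorescence reports GDP produced by GAP-driven GTP hydrolysis; strong numbers were not always called active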
Myeloid diff MLP = compounds promoting myeloid differentiation | ER-HoxA9 myeloid progenitors, lysozyme-GFP differentiation, flow cytometry | calls only at 10 µM | 360,000 tested, 1% active | AID 624256;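 active means normalized GFP-positive differentiation at or above the plate's own cutoff, the solvent-only control mean plus 3 SD; inconclusive means no clear call, values can overlap the other calls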;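 further: cells exposed to compound for four days before flow analysis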
WT yeast gro inh = growth inhibition of WT yeast, mitochondrial fusion screen; mitochondrial fusion phenotypic screen, WT strain; inhibition, % at 10 µM; 190,000 tested, 2.1% active; in the data active means inhibition above about 58%; tested in S. cerevisiae
T cell HTS = modulates CD8 T cell binding to vesicles; 2C CD8+ T cell-vesicle binding, flow cytometry; hits give low values; calls only at 7 µM; 330,000 tested, 0.068% active; AID 2052;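 active means response, share of CD8 T cells binding vesicles, and their 90th percentile fluorescence all below set limits, cut at about 80% in these data, passing the limit was not always enough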
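incubation = binding step 1.5 h, 37 °C, antibody labelling 20 min, ice | test system = 2C mouse CD8+ T cells | read-out basis = percent CD8+ FL2 mean versus row control | controls = Peptide-free naked vesicles (low) and QL9 vesicles with 0.7% DMSO vehicle (high) | detection = flow cytometry of vesicle-bound cells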
West Nile virus CPE = inhibition of WNV-induced cytopathic effect – cell-based, CPE readout (AID 1621); West Nile virus-infected cells, CPE inhibition; higher % means a stronger effect; one-dose CPE inhibition, % at 10 µM; IC50 in µM for titrated hits; 290,000 tested, 0.02% active; in the data active means a potency from the dose series; inconclusive means CPE inhibition mostly from about 3.7% at the one dose, without a potency; inactive means the rest, 99 in 100 with CPE inhibition below about 2.2%; further: strong numbers were not always called active
SV40 large T antigen = TAg ATPase/helicase activity blockers – biochemical (AID 1903); 310,000 tested, 0.39% active; SV40 large T antigen ATPase/helicase inhibition assay; higher % means a stronger effect; inhibition, % at 20 µM; hits with a dose series show IC50 in µM; in the data active means a potency from the dose series; inconclusive means inhibition mostly from about 32% at the one dose, without a potency; inactive means the rest, 99 in 100 with inhibition below about 32%; further: strong numbers were not always called active
RSV antiviral HEp-2 = RSV antiviral activity via CPE protection, HEp-2 cells, primary 10 µM value included (AID 2391); HEp-2 cells, RSV-induced CPE inhibition; higher % means a stronger effect; one-dose CPE inhibition, % at 10 µM; IC50 in µM for titrated hits; 310,000 tested, 0.13% active; in the data active means a potency from the dose series; inconclusive means CPE inhibition mostly from about 23% at the one dose, without a potency; inactive means the rest, 99 in 100 with CPE inhibition below about 21%; further: strong numbers were not always called active
b-catenin transl = modulators of beta-catenin nuclear translocation. HeLa beta-catenin nuclear translocation, immunofluorescence imaging. nuclear translocation activity, % at 5 µM. 190,000 tested, 0.3% active;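 active means nuclear translocation activity above 50% at 5 µM, with a well cell count of 50 or more; inconclusive means wells under 50 cells across six images, flagged as toxic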;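 further: per-cell ratio of nuclear to cytoplasmic median beta-catenin stain intensity; plate controls were DMSO negative control for no effect and GSK-3 inhibitor IX positive control for full effect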
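Technique: fluorescence imaging of beta-catenin antibody stain plus DAPI / Material: human HeLa cell line / Incubation: compound treatment 24 h, 37°C, 5% CO2 / Read-out basis: % activation of per-cell nuclear versus cytoplasmic median beta-catenin signal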
WT yeast gro inh mutant strain = recorded beside WT yeast gro inh, whose call it bears; inhibition, %; mitochondrial fusion phenotypic screen, mutant strain inhibition
b-catenin transl cell count 5 µM = second read-out of b-catenin transl, no call of its own (marks repeat the call); cell count; measured here: cell count, cytotoxicity flag
T cell HTS vesicle-bound % = further read-out of T cell HTS, marked with its call; double positive events, %; measured here: CD8+ vesicle-bound cell fraction;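 binding gate set so that unloaded-vesicle control wells show 10% double positive cells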
Myeloid diff MLP GFP+ MAC1+ % = further read-out of Myeloid diff MLP, marked with its call; GFP+ MAC1+ double positive, %; measured here: differentiation confirmed by MAC1 staining
* marks the source's active call; other numbers are inactive results; i = inactive; ? = inconclusive; · = no result given; + = active, no number.

SMILES	WT yeast gro inh	SV40 large T antigen	RSV antiviral HEp-2	Salmonella PhoP GFP	T cell HTS vesicle-bound %	b-catenin transl cell count 5 µM	West Nile virus CPE	Myeloid diff MLP	Myeloid diff MLP GFP+ MAC1+ %	b-catenin transl	T cell HTS	WT yeast gro inh mutant strain	Rac1 GTP hydrolysis
Cc1ccc(N2CN(CCC3=CCCCC3)CNC2=S)cc1	·	2.1%	·	-10.5%	28.3	1249	-0.1%	i	0.7	-1.5	i	·	8.8%
COc1ccccc1/C=C/C(=O)N1CCN(S(=O)(=O)c2cc(C)ccc2C)CC1	·	·	4.9%	·	37.8	·	·	i	0.1	·	i	·	0.7%
CCN1CCN(C(=O)CSCc2nc(-c3ccc(OC)c(OC)c3)oc2C)CC1	-2.8	-10.7%	0.3%	-5.4%	65.6	·	·	i	1.9	·	i	-2.6	2.8%
CNc1c(NS(=O)(=O)c2ccc(Cl)cc2)c(=O)oc2ccccc12	·	2.3%	1.4%	0.5%	29.3	·	0.5%	i	1.0	·	i	·	-0.7%
CCOCCN1CCN(C(=O)CN2CCCC2=O)CC1	1.5	3.9%	0.9%	-10.6%	24.7	943	-0.8%	i	0.7	0.1	i	-15.8	6.0%
Oc1ccccc1N1CCN(c2ccc3ccccc3n2)CC1	·	11.7%	10.8%	-2.3%	30.4	·	-0.6%	i	2.7	·	i	·	6.6%
COc1cccc(/C=N/n2c(COc3ccccc3)n[nH]c2=S)c1OC	·	5.6%	2.6%	-2.6%	22.0	·	0.5%	i	0.9	·	i	·	16.5%
COC(=O)c1cc(Nc2cc(C)c3ccc(O)cc3n2)cc(C(=O)OC)c1	·	15.3%	3.4%	-8.7%	36.0	1352	0.3%	i	0.2	-0.3	i	·	11.8%
O=C(NNC(=O)C1CC(c2cccs2)=NO1)Nc1ccccc1 (centres undefined)	·	5.0%	1.2%	4.2%	20.1	·	-0.6%	i	1.5	·	i	·	6.4%
Cc1ccccc1NC(=S)NC(=O)c1cc(-c2ccccc2)nc2ccccc12	11.8	12.9%	5.2%	-8.0%	40.1	1428	-0.1%	i	0.9	6.3	i	15.1	7.5%
COc1ccc(CCN2C(=O)NC(NS(=O)(=O)c3ccc(NC(C)=O)cc3)(C(F)(F)F)C2=O)cc1OC (centres undefined)	2.9	3.1%	-1.6%	9.6%	59.7	785	0.4%	i	0.7	9.4	i	-8.1	4.3%
O=C(CN(c1ccc(F)cc1)S(=O)(=O)c1ccc2c(c1)OCCO2)NCc1ccccn1	-5.7	16.5%	0.1%	-21.2%	40.1	1150	-0.4%	i	3.0	-2.4	i	-5.6	2.6%
C#CCSc1nc2[nH]ncc2c(=O)[nH]1	-6.2	3.0%	0.5%	9.2%	46.3	488	0.5%	i	0.6	-2.5	i	-10.6	-18.6%
CCOC(=O)Cc1cc(-c2ccc(O)cc2)nc2ccc3ccccc3c12	4.8	6.3%	3.9%	11.8%	41.0	1410	0.7%	·	·	-0.2	i	-8.7	6.0%
Cc1ccccc1CC1(CO)CCCN(C(=O)c2cc(-c3ccccc3)no2)C1 (centres undefined)	24.0	3.6%	6.2%	11.3%	39.2	926	-0.6%	i	0.1	-1.4	i	-1.9	10.7%
COc1ccc2[nH]c(C)c(CCN(Cc3cccs3)C(=S)Nc3ccc(F)cc3)c2c1	7.7	11.6%	11.3%	-61.9%	43.6	1160	-0.2%	+	5.1*	-1.2	i	1.7	6.7%
CCC(C)NC(=O)CN(c1cc(C)cc(C)c1)S(=O)(=O)c1c(C)[nH]c(=O)[nH]c1=O (centres undefined)	·	7.5%	2.8%	-6.3%	60.8	1285	0.1%	i	0.7	0.1	i	·	9.0%
Cc1cc(C)c(OCCN(C)Cc2ccccc2)c(Br)c1	29.7	-1.0%	-0.8%	8.1%	24.0	1472	-1.0%	i	0.1	-0.6	i	28.8	9.5%
O=C1c2cccc3cccc(c23)C(=O)N1Cc1ccco1	-9.3	-5.3%	-2.2%	4.9%	41.4	1430	0.5%	i	0.2	0.3	i	-8.1	6.4%
Cn1ncc2cc(NC(=S)NC(=O)c3ccccc3)ccc21	22.3	3.1%	0.8%	-6.2%	58.1	·	-0.9%	i	2.7	·	i	14.0	11.6%
O=C(O/N=C(/c1ccccc1)c1ccncc1)c1ccccc1[N+](=O)[O-]	-13.4	7.8%	2.5%	-8.1%	38.4	981	0.0%	i	0.8	-0.1	i	-4.3	1.5%
COc1cc(CNC(C)c2ccccc2)cc(Br)c1OCc1ccccc1 (centres undefined)	·	7.1%	20.3%	1.2%	54.7	·	-1.7%	i	0.2	·	i	·	4.8%
COc1ccc(OC)c(NC(=O)CSc2nnc(CNC(=O)c3ccco3)o2)c1	13.6	9.8%	0.6%	3.6%	28.9	1009	0.2%	i	1.2	-2.4	i	12.2	-4.1%
CC(C)CNC(=O)COC(=O)CCC(=O)c1ccc(Cl)cc1	7.6	7.6%	1.2%	8.5%	51.9	1088	0.7%	i	0.5	2.2	i	-10.4	5.0%
COc1ccc(NC(=O)Cn2nnc(C(=O)NCc3ccc(C)cc3)c2N)cc1OC	·	11.8%	1.1%	1.4%	40.4	·	-0.7%	i	5.4	·	i	·	7.1%

Record cards (already shown). Screens in order: WT yeast gro inh	SV40 large T antigen	RSV antiviral HEp-2	Salmonella PhoP GFP	T cell HTS vesicle-bound %	b-catenin transl cell count 5 µM	West Nile virus CPE	Myeloid diff MLP	Myeloid diff MLP GFP+ MAC1+ %	b-catenin transl	T cell HTS	WT yeast gro inh mutant strain	Rac1 GTP hydrolysis
`CC(C)CNC(=O)COC(=O)CCC(=O)c1ccc(Cl)cc1` in the list: 7.6	7.6%	1.2%	8.5%	51.9	1088	0.7%	i	0.5	2.2	i	-10.4	5.0%
`O=C1c2cccc3cccc(c23)C(=O)N1Cc1ccco1` in the list: -9.3	-5.3%	-2.2%	4.9%	41.4	1430	0.5%	i	0.2	0.3	i	-8.1	6.4%

Next section
SMILES	WT yeast gro inh	SV40 large T antigen	RSV antiviral HEp-2	Salmonella PhoP GFP	T cell HTS vesicle-bound %	b-catenin transl cell count 5 µM	West Nile virus CPE	Myeloid diff MLP	Myeloid diff MLP GFP+ MAC1+ %	b-catenin transl	T cell HTS	WT yeast gro inh mutant strain	Rac1 GTP hydrolysis
CCCS(=O)(=O)N1CCCC(c2nc(-c3cccc(OC)c3)no2)C1 (centres undefined)	10.9	-3.4%	0.8%	6.0%	43.2	1128	-1.1%	i	7.1	2.0	i	20.4	1.2%
Cc1oncc1-c1cn2ccccc2n1	-43.4	7.1%	0.8%	-4.0%	21.2	1123	-0.6%	i	0.2	-2.6	i	-27.5	3.0%
COC(=O)c1ccc(-c2noc(CN3C[C@H]4CC[C@H]3C4)n2)cc1	-3.8	9.4%	0.5%	3.0%	57.2	1130	0.1%	i	0.4	-0.4	i	4.8	9.4%
NC(=O)CCC(NS(=O)(=O)c1ccc(Cl)cc1)C(=O)NCC1CCCCC1 (centres undefined)	·	7.8%	0.6%	-5.0%	32.0	·	-0.1%	i	1.0	·	i	·	10.3%
Cc1ccc(CSc2nc3nc(C)cc(C)c3c(=O)[nH]2)cc1	-8.2	4.7%	0.9%	-6.0%	54.0	1104	-0.1%	i	0.4	-2.6	i	-4.3	3.4%
Cn1nc(C(=O)Nc2cccc(C(F)(F)F)c2)c2ccccc2c1=O	0.8	1.2%	12.7%	2.4%	57.1	1396	·	i	0.8	1.4	i	32.8	-2.9%
CC(C)OC(=O)CSc1nnc(-c2ccco2)n1N	-14.5	2.6%	2.4%	-2.6%	48.6	1018	·	i	0.4	0.2	i	-8.5	-3.0%
COc1ccc(C(=O)Nc2ccc(CN3CCCCC3)cc2)cc1	0.6	25.4%	-2.5%	1.4%	5.7	970	0.1%	i	0.3	2.2	i	-0.8	6.3%
Cc1ccccc1NC(=O)CSC1=C(C#N)C(c2ccsc2)CC(=O)N1 (centres undefined)	-14.5	8.5%	-2.3%	7.8%	6.1	1230	-0.1%	i	1.8	-3.3	i	-16.6	10.6%
COc1cc(CNc2ccc3[nH]c(=O)[nH]c3c2)ccc1OCc1c(F)cccc1Cl	·	5.8%	-0.1%	19.6%	21.4	·	-1.0%	i	0.8	·	i	·	37.0%
CCOC(=O)C1CCN(C(=O)c2cnn3c(C)cc(C)nc23)CC1	4.5	6.9%	1.4%	16.0%	43.3	1488	0.4%	i	0.6	-2.3	i	1.1	8.3%
COc1ccc(NC(=O)NC(c2ccccc2)c2ccccc2)c(OC)c1	·	3.7%	0.9%	-4.7%	64.1	·	-0.3%	i	1.0	·	i	·	3.4%
O=C(C1CCCN(S(=O)(=O)c2cc(Cl)ccc2Cl)C1)N1CCCC1 (centres undefined)	·	20.2%	1.7%	-3.3%	53.0	·	1.0%	i	0.5	·	i	·	3.6%
Cc1c2n(c3ccccc13)CCC2=O	·	0.3%	?	0.8%	26.7	·	-0.4%	i	1.1	·	i	·	10.1%
CC(=O)c1c(C)[nH]c(-c2ccccc2)nc1=S	·	8.2%	1.6%	2.2%	28.2	927	-0.4%	i	2.8	4.2	i	·	12.2%
CSc1nc2ccc(NS(=O)(=O)c3ccc(Cl)s3)cc2s1	-9.3	-3.6%	4.1%	3.0%	37.6	1173	-0.1%	i	0.2	1.5	i	-16.2	2.8%

High-throughput results (PubChem BioAssay)
